# Assay outcomes deposited in PubChem by several laboratories.
# KOR beta-arrestin-1: KOR antagonists, beta-arrestin recruitment, cell-based, luminescence, uHTS (AID 1778); KOR beta-arrestin recruitment, luminescence, antagonist mode; higher % means a stronger effect; one-dose inhibition, % at 10 µM; IC50 in µM for titrated hits; 290,000 tested, 0.091% active; further: strong numbers were not always called active
# LYP inhibition: PTPN22 lymphoid phosphatase activity blockers – biochemical, fluorescence intensity, uHTS (AID 1779); recombinant LYP phosphatase, fluorescence intensity; higher % means a stronger effect; one-dose inhibition, % at 11.5 µM; IC50 in µM for titrated hits; 290,000 tested, 0.054% active;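 further: plate controls were vehicle with enzyme for no effect and no enzyme for full effect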
# HIV peptide binding: cell-free HIV fusion peptide-binding blockers – biochemical, uHTS, fluorescence dequenching, primary screen (AID 1986); cell-free peptide binding, fluorescence dequenching, 30 min; higher % means a stronger effect; one-dose inhibition, % at 20 µM; IC50 in µM for titrated hits; 290,000 tested, 0.3% active; in the data active means inhibition mostly above about 52%, no sharp cut-off; inactive means mostly below about 76%; further: some results filed as inactive read as strong as hits
# KOR beta-arrestin-2: kappa opioid receptor activators – cell-based, luminescence, uHTS, primary screen (AID 1777); 280,000 tested, 0.02% active; KOR beta-arrestin recruitment, luminescence; higher % means a stronger effect; one-dose activation, % at 10 µM; EC50 in µM for titrated hits; in the data active means activation above about 50%, passing the limit was not always enough; further: a part of the inactive calls stands beside numbers as strong as those of hits
# Myeloid diff 2: compounds promoting myeloid differentiation | ER-HoxA9 myeloid progenitors, lysozyme-GFP differentiation, flow cytometry | calls only at 10 µM | 360,000 tested, 1% active | AID 624256;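 active means normalized GFP-positive differentiation at or above the plate's own cutoff, the solvent-only control mean plus 3 SD; inconclusive means no clear call, values can overlap the other calls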;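 further: cells exposed to compound for four days before flow analysis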
# NOD1 NF-kB reporter: inhibition of NOD1-driven NF-kB reporter – cell-based, luminescence, uHTS, primary screen (AID 1578) | NOD1-driven NF-kB luciferase reporter cells, luminescence; higher % means a stronger effect | inhibition, % at 4 µM; hits with a dose series show EC50 in µM | 290,000 tested, 1% active; in the data active means inhibition mostly above about 36%, no sharp cut-off; inactive means mostly below about 34%;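 further: HEK-293T reporter cells stimulated with the NOD1 agonist gamma-tri-DAP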
# Siah-1 displacement: Siah-1 peptide-binding antagonists, primary screen, biochemical, fluorescence polarization, rhodamine-plectin, uHTS (AID 1817). Siah-1 / rhodamine-plectin peptide fluorescence polarization; higher % means a stronger effect. one-dose displacement, % at 20 µM; IC50 in µM for titrated hits. 290,000 tested, 0.02% active;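 active means displacement of at least 50% at 20 µM, with a fluorescence ratio check between 0.3 and a set limit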;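 further: plate controls were Siah plus tracer with DMSO for no effect and tracer alone without Siah for full effect; strong numbers were not always called active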
# NOD2 inhibition: NOD2 signaling inhibitors, cell-based, luminescence, uHTS, HEK293 (AID 1566); HEK293 NOD2/NF-kB luciferase reporter, luminescence; higher % means a stronger effect; 290,000 tested, 0.63% active; inhibition, % at 4 µM, or EC50 in µM where a hit was titrated; further: many of its hits are not listed in these tables
# Salmonella PhoP GFP: inhibitors of PhoP regulon expression, primary screen, Salmonella Typhimurium, GFP reporter (AID 1863); 300,000 tested, 0.16% active; S. Typhimurium PhoP-regulated promoter GFP reporter, 4 h; higher % means a stronger effect; inhibition, % at 50 µM, or IC50 in µM where a hit was titrated;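 active means inhibition over 29.93%, a cutoff 3 SD above the screen mean, later confirmed by dose response; inconclusive means inhibition over 29.93% but no dose response follow-up; inactive means inhibition at most 29.93% or unconfirmed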;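 further: 0% = low Mg2+ inducing control and 100% = high Mg2+ repressing control; strong numbers were not always called active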
# Myeloid diff 2 GFP+ MAC1+ %: second read-out of Myeloid diff 2, no call of its own (marks repeat the call); GFP+ MAC1+ double positive, %; measured here: differentiation confirmed by MAC1 staining
# An asterisk follows results filed as active; i = inactive; ? = inconclusive; . = not tested or not shown; [ ] = dose if it differs, or a comment. Unless noted, no stated cut-off is given here; in the data, active means inhibition above about 50%; inactive means the rest. The list is partial (hit frequency here may not be typical).
SMILES,KOR beta-arrestin-1,LYP inhibition,HIV peptide binding,KOR beta-arrestin-2,Myeloid diff 2,Myeloid diff 2 GFP+ MAC1+ %,NOD1 NF-kB reporter,Siah-1 displacement,NOD2 inhibition,Salmonella PhoP GFP
COc1ccc(CC(NC(C)=O)C(=O)NC2CCN(C(=O)C3CCCCC3)CC2)cc1OC (stereo not drawn),27%,-9%,-1.0%,-1.2%,i,0.5,-7%,3%,14%,3%
CC(=O)c1cccc(CN2CCC(n3nccc3NC(=O)CCc3ccccc3)CC2)c1,-14%,-9%,0.4%,0.6%,i,0.5,-8%,2%,2%,7%
COCC1CCCN(C(=O)c2cc(COc3cccc4cccnc34)on2)C1 (stereo not drawn),11%,0%,0.5%,-0.9%,i,0.4,-19%,4%,2%,5%
O=C(c1ccco1)N1CCN(S(=O)(=O)c2cccc([N+](=O)[O-])c2)CC1,-29%[20 µM],-10%,0.1%,.,i,0.3,-19%,3%,-5%,-4%
Cc1cc(C(=O)CSc2nc3ccccc3o2)c(C)n1C1CC1,-8%,3%,17%,-4.2%,i,0.7,-37%,2%,-51%,-11%
O=C(O)CC1NCCc2ccccc21 (stereo not drawn),-27%,-8%,1.3%,5.3%,i,0.6,-10%,13%,8%,1%
Cc1cc(C)nc(SCc2nnc(SCC(=O)Nc3ccc(Cl)c(C(F)(F)F)c3)o2)n1,-18%,-2%,-1.7%,-5.8%,i,6.3,-41%,2%,1%,-8%
O=C(NCc1ccco1)C1CCN(S(=O)(=O)c2ccc(-n3cnnn3)cc2)CC1,18%,-8%,3.2%,-5.5%,i,1.9,4%,-4%,-7%,12%
CCCn1c2c(c(O)c(C(=O)Nc3ccccn3)c1=O)CCCC2,-11%,3%,2.0%,3.9%,.,.,-8%,2%,-3%,.
Cc1ccc2ccccc2c1COC(=O)c1nonc1N,-3%,0%,-2.4%,-5.2%,i,7.2,-32%,4%,-6%,3%
FC(F)(F)c1nc2nncn2c2c1CCCCC2,6%,-3%,-2.6%,-0.7%,i,0.4,20%,-5%,3%,8%
COc1ccc(NC(=O)/C(C#N)=C/c2cccnc2)c(OC)c1,7%,-5%,-0.6%,-5.9%,i,1.2,-17%,1%,14%,0%
Cc1ccc(/C=C2/CCc3c([nH]c4ccccc34)C2=O)cc1,7%,-4%,-2.0%,-1.0%,i,1.6,-62%,2%,-274%,6%
CC(=O)N1N=C(c2ccccc2O)CC1c1cccs1 (stereo not drawn),-12%[20 µM],-9%,2.4%,-1.3%,i,0.7,5%,3%,-8%,7%
O=C(/C=C/c1ccccc1)NCCSc1ccc(Cl)cc1,-25%,1%,1.4%,4.5%,i,0.5,1%,0%,3%,3%
CC1CCCCC12NC(=S)N(c1ccccc1)N2 (stereo not drawn),12%,-2%,-0.7%,4.7%,i,0.4,-14%,-4%,7%,1%
CC(C)(C)NC(=O)c1ccc(Sc2ccccc2)c([N+](=O)[O-])c1,-40%,-1%,-1.1%,-0.1%,i,0.7,-5%,1%,24%,12%
O=C(CC1C(=O)NCCN1C/C=C/c1ccccc1)NCCc1cccnc1 (stereo not drawn),16%[20 µM],-10%,1.6%,.,i,0.2,-8%,0%,21%,0%
COc1cc(C2/C(=C(\O)c3ccc4c(c3)CC(C)O4)C(=O)C(=O)N2CCN2CCOCC2)cc(OC)c1OC (stereo not drawn),32%,-2%,-0.8%,-2.0%,i,0.8,-30%,5%,4%,6%
CCOc1ccc(N(C(=O)CNC(=O)c2ccco2)C(C(=O)NC2CCCC2)c2ccncc2)cc1 (stereo not drawn),-4%[20 µM],2%,-1.8%,-7.3%,i,0.3,-31%,5%,3%,10%
O=C1c2ccccc2C(=O)c2c1cccc2-n1nnc2ccccc21,17%,-9%,2.0%,5.6%,i,0.5,3%,2%,19%,-4%
CC(=O)c1cccc(CN2CCN(CC(C)C)C(CCO)C2)c1 (stereo not drawn),-2%,-11%,-1.7%,-3.1%,i,0.1,-35%,1%,0%,-5%
CC/C(C)=N/Nc1nc2sc3c(c2c(=O)[nH]1)CC(C)(C)OC3,-17%,-9%,24%,-3.5%,.,.,-6%,-11%,20%,-16%
CC(=O)c1ccc(N2CCN(CC(=O)Nc3ccc(N4CCOCC4)cc3)CC2)cc1,-39%,-3%,0.8%,5.4%,.,.,-42%,-3%,3%,-13%
O=c1c2ccsc2ncn1Cc1cccc(C(F)(F)F)c1,18%,-6%,-1.9%,-2.8%,i,0.8,6%,3%,-9%,-1%
O=C(Nc1cc(S(=O)(=O)N2CCOCC2)ccc1N1CCCC1)c1cccnc1Cl,10%,0%,0.6%,6.5%,i,0.7,-9%,4%,1%,-11%
O=C(NC(=S)NNC(=O)[C@H]1C[C@@H]1c1ccccc1)c1ccc(F)cc1,-32%,3%,5.4%,-2.7%,i,0.5,-1%,-6%,5%,1%
COc1cc2ccccc2cc1C(=O)Nc1sc2c(c1C(N)=O)CCN(C(C)C)C2,-3%,-10%,11%,15µM*,?,.,-8%,-4%,6%,1%
CC(C)[C@H](NC(=O)c1ccccc1)C(=O)N1CCc2ccccc21,16%,-2%,2.0%,-1.9%,i,0.9,-18%,7%,7%,4%
CC(=O)Nc1ccc(S(=O)(=O)Nc2nc3ccccc3nc2-n2ccc(=NC(=O)c3ccc(F)cc3)cc2)cc1,-12%,1%,49%,-1.4%,i,0.2,-31%,12%,16%,-2%
Fc1ccc(CSc2ncnc3ccccc23)cc1,-51%[20 µM],-4%,-0.8%,0.2%,i,0.9,34%,-3%,25%,8%
C=CCOc1ccc(Br)cc1/C=C1\NC(=S)N(C(C)=O)C1=O,-44%[20 µM],-10%,14%,-4.8%,i,1.1,-12%,3%,6%,2%
COc1ccc(C2CC(c3ccccc3)=NN2c2ccc(C(N)=O)cc2)cc1 (stereo not drawn),-18%,-20%,-1.5%,-2.9%,i,0.4,-1%,16%,-2%,5%
O=C(O)/C(=C\c1ccc(-c2ccc(F)cc2)o1)c1ccccc1,-32%,-1%,36%,-3.3%,i,0.3,-53%,-1%,-4%,-10%
CCOC(=O)c1ccc(NS(=O)(=O)c2cnc[nH]2)cc1,-18%,-4%,-0.6%,4.6%,i,0.3,-23%,2%,4%,-6%
Cn1cc(Cl)c(/C=C(\C#N)S(=O)(=O)c2ccccc2)n1,-1%,-3%,0.2%,6.0%,i,1.2,-5%,1%,-3%,-8%
CNc1nc(C)c(C(=O)c2ccc(Cl)cc2)s1,17%,-4%,-2.1%,0.5%,i,2.1,22%,-3%,-41%,-2%
CCOCCCn1cnc2c3cc(F)ccc3n(C)c2c1=O,-3%,-4%,1.1%,3.2%,i,0.3,-8%,12%,-6%,-12%
COc1ccccc1NC(=O)Nc1nnc(CC(=O)Nc2ccccc2)s1,-23%,-1%,-0.6%,-1.3%,.,.,-17%,2%,14%,5%
Cc1ccc(CCNC(=O)CCS(=O)(=O)Cc2ccc(C)cc2)cc1,-10%,1%,-0.3%,1.6%,i,0.5,-5%,4%,2%,-4%
CCOC(=O)C1CCCN(C(=O)CN2C(=O)/C(=C/c3ccc(OC)cc3)Oc3ccccc32)C1 (stereo not drawn),-41%,4%,-4.1%,11%,i,0.0,30%,0%,-3%,3%
COC(=O)c1ccccc1NCC(=O)c1ccc(OC)cc1,-38%,-1%,3.6%,10%,i,1.1,11%,-1%,-15%,-9%
COC(=O)c1ccc(-c2ccc(C(=O)N3CCCN(C)CC3)cc2)cc1,8%,-9%,-3.2%,6.4%,.,.,-14%,-4%,11%,19%
COC(=O)c1c(Oc2nc(OC)cc(OC)n2)cccc1Oc1nc(OC)cc(OC)n1,-50%,3%,-0.3%,3.6%,i,0.7,-7%,5%,5%,-1%
O=S(=O)(Nc1ccc(N2CCCCC2)cc1)c1ccccc1F,23%,-8%,-4.2%,3.3%,i,0.3,1%,-3%,4%,.
CCOC(=O)C1CCN(C(=O)COc2ccc(N(C)S(=O)(=O)c3cccs3)cc2)CC1,-1%,-2%,8.7%,4.4%,i,0.7,2%,-2%,11%,5%
Cc1ccccc1N(CC(=O)NCCSc1ccccn1)S(=O)(=O)c1ccccc1,-11%,-7%,0.2%,2.3%,i,0.3,-9%,-2%,6%,-4%
CCCCNC(=O)CSc1nc2c(sc(=S)n2-c2cc(Cl)ccc2OC)c(=O)[nH]1,-17%,-6%,10%,-4.9%,i,0.5,-3%,6%,28%,2%

# Looked up by compound from the entries so far:
SMILES,KOR beta-arrestin-1,LYP inhibition,HIV peptide binding,KOR beta-arrestin-2,Myeloid diff 2,Myeloid diff 2 GFP+ MAC1+ %,NOD1 NF-kB reporter,Siah-1 displacement,NOD2 inhibition,Salmonella PhoP GFP
Cc1ccccc1N(CC(=O)NCCSc1ccccn1)S(=O)(=O)c1ccccc1,-11%,-7%,0.2%,2.3%,i,0.3,-9%,-2%,6%,-4%
CCOC(=O)C1CCCN(C(=O)CN2C(=O)/C(=C/c3ccc(OC)cc3)Oc3ccccc32)C1 (stereo not drawn),-41%,4%,-4.1%,11%,i,0.0,30%,0%,-3%,3%
COC(=O)c1ccc(-c2ccc(C(=O)N3CCCN(C)CC3)cc2)cc1,8%,-9%,-3.2%,6.4%,.,.,-14%,-4%,11%,19%

# (list continues)
SMILES,KOR beta-arrestin-1,LYP inhibition,HIV peptide binding,KOR beta-arrestin-2,Myeloid diff 2,Myeloid diff 2 GFP+ MAC1+ %,NOD1 NF-kB reporter,Siah-1 displacement,NOD2 inhibition,Salmonella PhoP GFP
O=C(COC(=O)C1(c2ccc(F)cc2)CCCC1)N1CCN(C(=O)c2ccco2)CC1,-37%,-7%,10%,-6.8%,i,1.2,4%,-1%,3%,26%
O=C(c1cc([N+](=O)[O-])ccc1N1CCCC1)N1CCCCC1,1%[20 µM],-4%,1.5%,-6.5%,i,0.4,-18%,2%,11%,10%
c1ccc(C(c2ccccc2)N2CCN(C(c3ccccn3)c3nnnn3C3CCCC3)CC2)cc1 (stereo not drawn),-12%[20 µM],-4%,1.5%,.,i,0.6,10%,i,11%,-2%
O=C(NCC1CCCO1)C(c1ccc(F)cc1)N(Cc1ccc(F)cc1)C(=O)Cn1nnc(-c2cccs2)n1 (stereo not drawn),12%,-1%,-1.4%,-6.0%,i,0.7,8%,1%,13%,0%
CCOC(=O)c1ccc(-n2c(N)c(C(=O)NCC3CCCO3)sc2=S)cc1 (stereo not drawn),-15%,8%,7.8%,6.2%,i,1.5,-17%,-2%,1%,-20%
CCOc1ccc(N=C/C=C/c2ccccc2)c(O)c1,22%,2%,28%,2.5%,i,1.1,-6%,0%,-22%,-6%
CCOc1ccc(-n2c(COc3ccccc3)nnc2SCC(N)=O)cc1,17%,-7%,-2.7%,4.9%,i,1.0,-16%,3%,2%,0%
Cc1nn(-c2ccc([N+](=O)[O-])cc2)c2c1C(c1ccc(OC(F)F)cc1)N1C(=N2)C(=O)Nc2ccccc21 (stereo not drawn),-13%[20 µM],4%,2.6%,-5.3%,i,0.3,-24%,5%,-4%,7%
